TSHR antagonist: blocks TSH signaling through the human TSH receptor | P16473 | TSHR-expressing cells, TSH-stimulated cAMP HTRF, 2 h; active compounds read low | activity change, negative = inhibition, % at 11.5 µM | actives 0.2% (n = 330,000);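 active means activity change below a set negative limit, meaning inhibition stronger than a set level, cut at about -70% in these data; inconclusive means activity change between two set negative limits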; further: on the % scale 0 is the no-effect control and ±100 the full control effect
Target sequence (P16473 whole entry, looked up): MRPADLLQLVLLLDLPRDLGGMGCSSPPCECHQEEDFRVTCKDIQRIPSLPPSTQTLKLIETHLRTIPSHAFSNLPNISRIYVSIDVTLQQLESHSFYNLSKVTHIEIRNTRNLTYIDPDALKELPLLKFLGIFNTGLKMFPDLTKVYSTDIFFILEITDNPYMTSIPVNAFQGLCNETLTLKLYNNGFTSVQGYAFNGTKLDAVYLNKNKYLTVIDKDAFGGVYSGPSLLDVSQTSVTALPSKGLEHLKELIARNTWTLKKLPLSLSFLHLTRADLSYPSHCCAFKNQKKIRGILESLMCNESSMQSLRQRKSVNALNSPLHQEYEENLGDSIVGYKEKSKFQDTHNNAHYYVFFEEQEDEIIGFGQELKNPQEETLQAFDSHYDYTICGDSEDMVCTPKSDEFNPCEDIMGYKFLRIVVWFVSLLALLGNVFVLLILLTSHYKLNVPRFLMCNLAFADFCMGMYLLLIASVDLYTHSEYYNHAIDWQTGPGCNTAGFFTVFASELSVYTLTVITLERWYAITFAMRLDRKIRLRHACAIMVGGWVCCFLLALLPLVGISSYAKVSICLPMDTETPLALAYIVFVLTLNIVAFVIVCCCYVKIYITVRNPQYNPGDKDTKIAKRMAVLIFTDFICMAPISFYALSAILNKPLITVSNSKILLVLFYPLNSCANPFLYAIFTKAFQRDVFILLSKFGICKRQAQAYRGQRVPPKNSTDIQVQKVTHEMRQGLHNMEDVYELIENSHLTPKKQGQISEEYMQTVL
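Cell-based HTRF cAMP assay; TSHR cells + compound, TSH EC80 (4nM final), 2 h, 37 deg C. Lysis with anti-cAMP cryptate and cAMP-d2, 30 min RT, read 665/620 nm.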
Chronic BCR inh: inhibitors of chronic active B-cell receptor signaling. ABC-DLBCL IkBa-CBG/CBR reporter, luminescence ratio, 4 h. Potency, µM (doses to about 46.1 µM), for the others: at the top dose ratio change, negative = lower green/red ratio, usual class: inhibitors. actives 0.05% (n = 340,000). AID 493014; active means well fitted inhibition curve with a large enough effect in the signal ratio, with a control signal flat, not every such curve was filed as active; inconclusive means small, poorly fitted or top-dose-only effect, or effect the other way, or a change in a side signal; the % refers to the signal ratio;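 further: potency means the concentration at half of the fitted maximal effect; plate controls were basal doxycycline-induced cells for no effect and cells given 10 µM MG132 for full effect; MG132 reads +100%, hits lower the ratio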
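TMD8 human ABC-DLBCL cells with doxycycline-inducible IκBα–green luciferase fusion and unfused red luciferase, in 0.5% FBS medium; compounds up to 46 uM, 4 h at 37C. Green/red luminescence ratio, filter-overlap corrected, fitted to concentration-response curves.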
GALK inh: galactokinase (human) inhibition | Purified GALK, Kinase-Glo residual ATP luminescence | AID 1868 | P51570 | actives 0.007% (n = 270,000) | Potency, µM (titrated, usually from 57.5 µM), for inactives: at the highest dose activity change, negative = inhibition, usual class: inhibitors; further: potency means the concentration at half of the fitted maximal effect; on the % scale 0 is the no-effect control and ±100 the full control effect
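Kinase-Glo Plus luminescence measured ATP left after a 1 h room-temperature reaction. The reaction used 5 nM GALK, 100 uM galactose and 35 uM ATP at pH 8.0 (20 mM HEPES, 5 mM MgCl2, 60 mM NaCl, 1 mM DTT, 0.01% BSA).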
Coupling enz: coupling enzyme interference in Giardia aldolase counter-screen; coupling enzyme system counterscreen, AmpLite Red fluorescence; activity change, negative = inhibition, % at 58.2 µM, hits read low; actives 0.67% (n = 290,000); AID 2472; in the data active means activity change below about -30%; further: on the % scale 0 is the no-effect control and ±100 the full control effect
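Counterscreen of the coupled detection system alone, without aldolase: glyceraldehyde-3-phosphate coupling enzymes plus AmpLite Red readout. Compounds at 57.5 uM final, 10 min RT preincubation, 20 min RT reaction, fluorescence 525/598 nm.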
AT treatment: potential ataxia-telangiectasia treatments restoring KAP-1 phosphorylation; […] A-T fibroblasts, KAP-1 phosphorylation AlphaLISA; neocarzinostatin DNA damage 30 min before lysis; Potency, µM (titrated, usually from 57.5 µM), for the others: top-dose activation, hits mostly activators; actives 0.19% (n = 320,000); further: potency means the concentration at half of the fitted maximal effect; % of control where 0% means no effect; nearly all actives have a fitted effect of over 45% in size
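hTERT-immortalized A-T patient fibroblasts ([…]), 500 cells/well in OPTI-MEM, 1% FBS, got compounds for 60 min, then NCS for 30 min at 37C. Lysates were then assayed for phospho-KAP-1 by AlphaLISA (anti-pKAP1 donor, anti-KAP1 acceptor beads), 6 hr at 25C.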
CXXC DNA block: blocks binding of human MLL CXXC domain to DNA. actives 0.037% (n = 290,000). AID 2662. Potency, µM (titrated, usually from 115 µM), inactives show top-dose activity change, negative = inhibition, hits mostly inhibitors. MLL-CXXC / FITC-HOXA9 DNA fluorescence polarization; active means well fitted inhibition curve with a large enough effect in the polarisation, with a control signal flat, not every such curve was filed as active; inconclusive means small, poorly fitted or top-dose-only effect, or effect the other way, or a change in a side signal; inactive means no such curve, though single readings can be large or run the other way; the % refers to the polarisation; further: potency means the concentration at half of the fitted maximal effect
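Fluorescence polarization: 7 uM MLL-CXXC (stock) preincubated 5 min with compounds, then 50 nM fluorescein-HOX-A9 DNA (stock) added; 30 min ambient. Buffer 50 mM Tris-HCl pH 7.5, 50 mM NaCl, 1 mM DTT, 0.05% BSA.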
Giardia killer: kills Giardia lamblia. Giardia lamblia trophozoite viability. activity change, % at 7.66 µM, hits read low. actives 0.15% (n = 340,000); in the data active means activity change below about -80%; inconclusive means between about -30% and that limit;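 further: parasites exposed to compound for two days anaerobically before the ATP read; on the % scale 0 is the no-effect control and ±100 the full control effect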
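Giardia lamblia trophozoites (100 cells/well) were incubated with compounds for 48 h at 37 deg C under anaerobic conditions. Viability was read as ATP content by one-step luminescence after 15-30 min at room temperature.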
hERG WT inh: KCNH2 (human, wildtype) channel inhibition. Q12809. U2OS, BacMam KCNH2, thallium flux FluxOr; active compounds read low. activity change, % at 1.84 µM. actives 0.37% (n = 340,000);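 active means maximum activity change below -70%; inconclusive means maximum activity change between -70% and -50%; inactive means maximum activity change above -50%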; further: on the % scale 0 is the no-effect control and ±100 the full control effect
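U2OS cells transduced with wild-type KCNH2 virus are loaded with FluxOr dye for 45 min, and thallium flux is measured in kinetic reads before and after stimulation buffer. Rate constants are normalized to DMSO controls.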
Tb PFK block: T. brucei PFK enzyme inhibition; O15648; actives 0.17% (n = 330,000); Potency, µM (series often up to 57.5 µM), for the others: top-dose activity, negative = inhibition, most hits filed as inhibitors; T. brucei PFK, ADP-Glo luminescence; AID 485367;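 further: potency means the concentration at half of the fitted maximal effect; 0% = uninhibited 1x PFK enzyme wells and -100% = no-enzyme wells; nearly all actives have a fitted effect of over 60% in size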
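ADP-Glo luminescence quantified ADP after 45 min at room temperature, with 1.25 nM T. brucei PFK, 0.1 mM ATP and 0.5 mM fructose-6-phosphate in pH 8.0 TEA buffer. qHTS titrations up to 57 µM; curves classified by quality.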
TCR act: activators of T cell receptors; Potency, µM (doses to about 9.22 µM), for the others: at the highest dose activation of IL-2 secretion, most hits filed as activators; primary human leukocytes, anti-CD3, IL-2 HTRF, 48 h; 330,000 tested, under 10 active; further: % of control where 0% means no effect
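Primary human leukocytes were stimulated with a-CD3 beads plus compounds for 48 hr without co-stimulation; secreted IL-2 was quantified by HTRF using a-IL-2-K (europium cryptate) and a-IL-2-d2, excited at 320nm with acceptor emission read at 665nm.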
* marks the source's active call; other numbers are inactive results; ? = inconclusive; . = not tested or not shown; [ ] = another dose, or the depositor's remark. Unless noted, the call rests on the fitted dose curve; in most records, active means well fitted curve in the direction sought with a large enough effect; inconclusive means small, poorly fitted or top-dose-only effect, or another doubt; inactive means no such curve, though single readings can be large; an effect the other way counts as inactive or inconclusive.

SMILES	TSHR antagonist	Chronic BCR inh	GALK inh	Coupling enz	AT treatment	CXXC DNA block	Giardia killer	hERG WT inh	Tb PFK block	TCR act
CCc1nnc(NC(=O)CSc2nnc(Cc3cccn3C)n2CCOC)s1	-9.7	1.8%	-1.1%	-1.4	3.1%	-5.9%	-4.8	-1.4	3.7%	-4.4%[46.1 µM]
O=C(NC1CCS(=O)(=O)C1)/C(=C/c1ccc(Cl)cc1)NC(=O)c1ccccc1 (stereo not drawn)	4.0	-0.2%	-0.4%	4.3	5.8%	0.4%	-3.1	-3.8	0.7%	1.6%[46.1 µM]
Cc1ccc2cc(CCl)c(Cl)nc2c1	1.6	-1.2%	4.6%	3.1	-50.0%	63.8%[activator]	-25.5	-6.6	-4.9%	-1.6%
CCn1cc(C(C)(C)C)c(C#N)c1NC(C)=O	-3.6	7.8%	2.4%	-1.0	6.5%	0.8%	1.6	15.6	8.0%	-3.7%
Cc1ccc(NC(=O)O/N=C/c2c(C)nn(C(C)(C)C)c2C)cc1Cl	-9.5	13.3%	-1.7%	-0.9	-6.1%	-6.6%	-19.9	2.5	4.8%	-0.1%
O=C(O)CCn1c2ccccc2c2nc3ccccc3nc21	-9.9	?	3.8%	4.7	6.8%	-9.9%	12.8	-4.2	0.2%	-5.3%
Cc1nnc(SCC2=C(C(=O)O)N3C(=O)C(NC(=O)C(C)n4nc(C(F)(F)F)cc4C)C3SC2)s1 (stereo not drawn)	-1.8	?	4.1%	-7.1	1.4%	38.1%[activator]	-2.4	-0.6	?	0.0%
CCOC(=O)C(CSCC(=O)c1ccc(Cl)cc1)NC(=O)OC(C)(C)C (stereo not drawn)	-13.9	?	-5.5%	0.2	-2.0%	-4.0%	17.8	-13.2	-1.6%	-0.1%
S=c1nc(-c2sccc2OCc2ccc(Cl)cc2Cl)[nH][nH]1	-13.6	-1.7%	-1.9%	8.6	3.2%	10.8%	7.5	-0.7	-5.1%	-1.6%
CCCc1ccc2oc(C(=O)N3CCNC(=O)C3CC(=O)OC)c(C)c2c1 (stereo not drawn)	-7.6	-4.6%	1.5%	.	7.9%	1.9%	-9.2	30.7	-0.4%	5.2%
O=C(NNC(=S)NC1CC2CCC1C2)c1ccc(Cl)cc1 (stereo not drawn)	-8.1	?	-3.3%	-1.6	-1.9%	7.4%	-19.7	6.0	-1.0%	-3.6%
CCCOc1ccc(C(=O)Nc2ccc(S(=O)(=O)NC3=NCCCCC3)cc2)cc1	5.9	?	.	.	-1.4%	.	0.4	0.9	0.0%	1.1%
COc1cc(OC)cc(C(=O)N[C@H](C(=O)Nc2ccc(F)cc2F)C(C)C)c1	5.3	-3.8%	5.2%	0.8	-7.0%	1.9%	-0.2	-11.0	-4.6%	-2.3%
Cn1c(Cc2csc(N)n2)nnc1SCC(=O)NCc1ccccc1	10.2	-7.6%	-3.2%	2.7	.	-1.3%	29.2	6.5	2.3%	23.0%
COc1ccccc1OCCNC(=O)CNC(=O)c1ccc(Cl)c(Cl)c1	.	-21.0%	.	.	0.6%	.	-1.9	7.0	-0.7%	0.5%
O=C(Nc1nccs1)c1cccc(N2C(=O)C3C4C=CC(C4)C3C2=O)c1 (stereo not drawn)	-25.9	4.5%	-0.4%	-0.1	1.5%	-1.7%	-7.3	-3.5	-10.9%	6.2%[46.1 µM]
O=C1c2c([N+](=O)[O-])cc([N+](=O)[O-])cc2S(=O)N1Cc1ccccc1 (stereo not drawn)	16.6	?	-2.6%	1.3	11.3%	-3.0%	10.8	-1.4	26.9µM*	.
COc1cccc2c1cc1c(=O)n(CC(=O)N3CCC(C)CC3)nc(C)n12	-13.2	-19.1%	4.1%	.	-1.0%	12.6%	2.6	8.7	0.3%	11.2%
CCCOc1ncnc2c1sc1nc3c(cc12)COC(C)(C)C3	-9.9	-1.3%	14.4%	0.5	2.7%	2.8%	6.5	-0.9	-0.6%	1.4%
Nc1cc(C(=O)N2CCCC2)cc(C(=O)N2CCCC2)c1	-7.7	?	2.9%	1.6	8.9%	4.4%	16.4	4.7	-3.3%	0.0%
CC1CN(/C=C/C=O)C(C)CC1OC(=O)c1ccccc1 (stereo not drawn)	1.5	-1.3%	0.2%	3.8	.	0.0%	-18.4	5.0	1.0%	1.3%
Cc1ccc2c(cnn2C(=O)CCC(=O)NCc2cccc(Cl)c2)c1	-8.0	-12.2%	.	-1.7	13.5%	.	19.0	4.2	-6.8%	0.3%
O=C(c1ccccc1NS(=O)(=O)c1ccc(Br)cc1)N1CCOCC1	-9.6	0.4%	-4.0%	.	-5.1%	5.2%	13.9	2.4	1.3%	6.0%
O=C(CCCC(=O)NNC(=O)Nc1ccccc1)NNC(=O)Nc1ccccc1	-6.0	0.8%	11.8%	1.3	-2.0%	-13.2%	5.2	-1.6	-2.0%	13.1%
CN(C)c1ccc(/C=N/OC(=O)Nc2ccccc2)cc1	9.1	?	7.0%	-7.7	0.3%	-7.5%	-22.5	-5.5	?	-6.8%
Cc1cccc(NC2CCCCC2NS(=O)(=O)c2ccccc2)c1 (stereo not drawn)	-2.3	18.0%	.	1.9	-0.6%	-3.2%	-3.4	-5.8	-7.1%	-29.7%
Nc1ccc(S(=O)(=O)Nc2nccc(/C=C/c3ccc([N+](=O)[O-])cc3)n2)cc1	-2.8	-7.4%	12.9%	1.3	-1.2%	18.2%	-12.2	0.6	-6.3%	2.7%
C[C@H]1CN=C(Nc2ccccc2)N1CCCC1CCCCC1	0.0	?	.	0.7	0.2%	4.5%	10.9	25.3	0.1%	-4.2%
CCN(CC(=O)Nc1cc(Cl)ccc1C)C(=O)c1ccc2c(c1)NC(=O)C(C)S2 (stereo not drawn)	-8.3	14.4%	.	.	-5.5%	.	-1.4	3.7	0.7%	-6.3%
O=[N+]([O-])c1cnc(Nc2ccc(Cl)cn2)c([N+](=O)[O-])c1	6.4	6.2%	5.1%	-1.3	-4.8%	3.0%	?	-4.1	-3.2%	-0.3%
O=C(CN(Cc1ccccc1Cl)C(=O)c1ccc(CN2CCOCC2)o1)NCC1CCCO1 (stereo not drawn)	3.8	-1.3%	1.8%	1.2	1.2%	8.4%	-10.6	-0.6	1.0%	5.3%
COc1cc(S(=O)(=O)NCC2COCCO2)ccc1-n1cnnn1 (stereo not drawn)	3.3	5.5%	0.2%	3.7	-5.7%	3.0%	-17.5	-2.7	1.6%	3.8%
O=C(c1c[nH]c2ccc(S(=O)(=O)N3CCOCC3)cc2c1=O)N1CCN(c2ccccn2)CC1	16.2	6.8%	1.6%	1.2	-5.3%	6.0%	42.0[activator]	-8.9	2.6%	-1.5%
O=C(COC(=O)c1ccc(Cl)nc1)NCCc1ccc(Cl)cc1	19.1	-1.0%	.	.	8.6%	.	1.2	-2.9	1.4%	2.6%[46.1 µM]
CCCn1c(SCC(=O)Nc2cc(C)on2)n[nH]c1=O	3.8	3.6%	.	.	3.6%	.	-4.0	7.2	3.0%	-2.7%
CC(=O)c1cccc(NC(=O)N2CCCC2C(=O)Nc2ccccc2C)c1 (stereo not drawn)	0.3	-4.2%	-2.4%	0.7	2.3%	4.2%	1.7	-0.6	-16.5%	-6.1%
O=C(O)COc1ccc(/C=N/O)cc1Br	-3.7	-15.5%	3.8%	3.3	-0.1%	0.5%	1.6	-1.1	5.6%	5.6%
Cc1nonc1CN(C)C(=O)CC1C(=O)NCCN1Cc1c(F)cccc1Cl (stereo not drawn)	-20.0	-24.6%	8.7%	-1.0	-2.5%	5.3%	-16.9	4.4	0.0%	-0.2%
CN1CCN(C(=O)c2cnn3c(C(F)(F)F)cc(-c4ccc5c(c4)OCO5)nc23)CC1	5.5	-5.5%	0.2%	3.1	-2.0%	-9.5%	2.2	-3.0	-3.7%	0.1%
CC1Sc2ccc(S(=O)(=O)CCC(=O)N(C)Cc3ccccc3)cc2NC1=O (stereo not drawn)	-21.6	?	-2.3%	2.5	9.5%	4.7%	4.7	-5.1	1.5%	-4.7%
CC(=O)c1cccc(NC(=O)C2CC(=O)N(Cc3ccccc3)C2)c1 (stereo not drawn)	-0.9	-12.8%	-0.4%	5.7	2.1%	1.9%	5.3	8.8	-2.0%	-81.5%
COc1ccc(CCNC(=O)c2c(O)c3ccccc3n(C)c2=O)cc1	-14.0	0.2%	5.1%	-0.3	3.3%	-0.9%	12.4	5.9	0.8%	1.9%

Pulled one by one from above, two records:
SMILES	TSHR antagonist	Chronic BCR inh	GALK inh	Coupling enz	AT treatment	CXXC DNA block	Giardia killer	hERG WT inh	Tb PFK block	TCR act
Cc1cccc(NC2CCCCC2NS(=O)(=O)c2ccccc2)c1 (stereo not drawn)	-2.3	18.0%	.	1.9	-0.6%	-3.2%	-3.4	-5.8	-7.1%	-29.7%
CCn1cc(C(C)(C)C)c(C#N)c1NC(C)=O	-3.6	7.8%	2.4%	-1.0	6.5%	0.8%	1.6	15.6	8.0%	-3.7%
